OX1R antag-1 – blocks the human orexin 1 receptor. inhibition, % at 6.6 µM. O43613. AID 485270. OX1R-expressing cells, FRET antagonist read-out. 1.8% of 330,000 active; in the data active means inhibition mostly above about 38%, no sharp cut-off; inactive means mostly below about 40%;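 further: 0% = agonist challenge alone and 100% = reference antagonist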
Target sequence (O43613 whole entry, looked up): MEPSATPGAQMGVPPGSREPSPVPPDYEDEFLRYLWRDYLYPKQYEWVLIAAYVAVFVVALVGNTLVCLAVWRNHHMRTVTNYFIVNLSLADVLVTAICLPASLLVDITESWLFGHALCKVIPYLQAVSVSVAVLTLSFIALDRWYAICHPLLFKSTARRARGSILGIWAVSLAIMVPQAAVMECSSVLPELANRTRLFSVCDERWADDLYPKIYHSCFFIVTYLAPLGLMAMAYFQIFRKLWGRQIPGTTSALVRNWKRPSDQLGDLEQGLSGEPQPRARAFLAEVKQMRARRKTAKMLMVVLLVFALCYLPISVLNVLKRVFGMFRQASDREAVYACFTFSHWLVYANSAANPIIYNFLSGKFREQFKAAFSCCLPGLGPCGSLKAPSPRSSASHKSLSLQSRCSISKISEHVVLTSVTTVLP
OX1R antag-2 – human HCRTR1 antagonism; O43613; CHO/OX1R cells, Fluo-8 calcium fluorescence, orexin A; inhibition, % at 5 µM; 0.43% of 330,000 active; AID 434989;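 active means inhibition above its plate's threshold, mean inhibition of all tested compounds on the plate plus 3 SD, cut at about 37% in these data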;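 further: 0% = orexin A challenge wells and 100% = SB-334867-A antagonist wells; not every result past the cut was called active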
Numbers without * were called inactive. The order is random; any-hit rate near 2.1%.

SMILES | OX1R antag-1 | OX1R antag-2
CC1CCCCN1C(=O)c1cc(S(=O)(=O)N2CCCCC2)c[nH]1 (configuration not stated) | 16.6 | -14.6
Cc1ccc(S(=O)(=O)NC(Cc2ccc(Cl)cc2)C(=O)O)cc1 (configuration not stated) | 3.6 | -9.8
Cc1cccc(Cn2ccc(NC(=O)c3cccnc3)n2)c1 | 9.9 | -8.0
CCc1ccc(OCC(=O)NCCOc2ccccc2)cc1 | 7.5 | -19.3
COc1cc(CC(=O)Nc2ncc(C)s2)cc(OC)c1OC | 18.1 | -21.6
COc1ccc(Br)c(C(=O)NCCC(C)C)c1 | 18.2 | -8.0
c1ccc2c(c1)c1c3n2CCNC3CCC1 (configuration not stated) | 22.3 | -2.8
CCOC(=O)C1=C(C)N=C2SC(C(=O)OC)=CC(=O)N2C1c1cccc(OC)c1 (configuration not stated) | 14.0 | -16.7
COc1cccc2cc(NC(=O)C3CCCCC3)c(=O)oc12 | 6.6 | -10.1
CSc1nc(Oc2ccc(=O)n(C)n2)nc(N(C)C)n1 | 11.4 | -10.1
Cc1ccc(CNC(=O)c2cc(C3CC3)nc3c2cnn3C(C)C)cc1 | 6.7 | 7.5
COc1ccc(OCC(O)CN2CCOCC2)cc1 (configuration not stated) | 7.2 | 2.9
O=C(CCC(=O)N1CCSc2ccccc21)NCc1ccccc1 | 13.4 | -14.9
Cn1nnc2cc(C(=O)NCCC3=CCCCC3)ccc21 | 20.7 | -3.3
O=C(NCCc1ccccc1)c1cccc([N+](=O)[O-])c1 | 12.5 | -9.0
COc1cc(NC(=O)Cn2c(=O)n(CC3CCCO3)c(=O)c3cc(OC)c(OC)cc32)cc(OC)c1 (configuration not stated) | 3.3 | -24.5
c1cc(CNCC2CCCO2)ccn1 (configuration not stated) | 9.9 | -17.6
COc1cccc(NC(=O)CSc2nc3ccccc3nc2N2CCCC2)c1 | 22.7 | -24.0
CC1CCCC(NC(=O)CN2C(=O)NC(Cc3c[nH]c4ccccc34)C2=O)C1C (configuration not stated) | 7.8 | -7.2
O=C(COC(=O)CCc1ccc(S(=O)(=O)N2CCOCC2)cc1)NCc1ccccc1 | 7.6 | -22.7
O=C(OC1CCN(c2ccc([N+](=O)[O-])cc2)CC1)c1ccccc1 | 26.3 | -4.7
CCOc1ccccc1OCC(=O)Oc1ccc(C)c(C)c1 | 9.1 | -10.0
Cn1nccc1C(=O)N1CCCC(C(=O)c2ccc(Oc3ccccc3)cc2)C1 (configuration not stated) | 15.8 | -27.2
CCn1c(SCC(=O)NCCc2ccccc2)nc2c(c1=O)SC(C)C2 (configuration not stated) | 12.3 | -28.3
Cc1oc2cc3oc(=O)c4c(c3cc2c1C)CCC4 | 31.7 | -17.6
COc1ccc([C@H]2Cc3cccc(O)c3C(=O)O2)cc1O | 3.1 | -0.4
O=C(NCCS(=O)(=O)NCc1ccc(F)cc1)c1ccc2c(c1)OCO2 | 13.4 | -5.9
O=C(NCc1ccc(Cl)cc1)c1noc2c1CCCC2 | 2.1 | -32.9
CSc1nc2n(n1)C(C)C1=C(CCCC1=O)N2 (configuration not stated) | 0.7 | -11.2
NC(=O)c1ccccc1NC(=O)c1cccc(C(=O)Nc2ccccc2C(N)=O)n1 | 21.3 | 0.2
COc1cc(CC(=O)OCC(=O)N2C(C)CCCC2C)cc(OC)c1OC (configuration not stated) | 12.5 | -16.3
CCOc1ccc(-c2c(C(=O)N/N=C/c3ccncc3)nnn2-c2nonc2N)cc1 | 5.9 | -1.3
Cc1ccc(NC(=O)C2CCCN(C(=O)Nc3ccc(F)cc3)C2)cc1 (configuration not stated) | 3.0 | -16.1
COc1ccc(CCN=C(NS(=O)(=O)c2ccc(Cl)cc2)c2ccccc2)cc1 | 21.4 | -3.7
COc1ccc(C2c3c(-c4ccccc4O)n[nH]c3C(=O)N2Cc2ccco2)cc1 (configuration not stated) | 4.7 | -36.0
COc1ccc(S(=O)(=O)N2CCCCCC2)cc1C(=O)N(C)CC(=O)Nc1ccccc1C(F)(F)F | 4.4 | -32.3
CCN(CC)C(=O)c1ccc2c(c1)nnn2C | 7.6 | -10.9
C=CCN1C(=O)CSc2ccc(C(=O)NCCC3=CCCCC3)cc21 | 12.9 | -31.1
O=C(O)CC(NC(=O)c1sc2ccccc2c1Cl)c1ccc(OC2CCCC2)cc1 (configuration not stated) | 19.4 | -17.0
O=S(=O)(Nc1cccc2c1CCCC2)c1cccc(C(F)(F)F)c1 | 5.6 | -31.6
Cc1noc(C)c1NC(=O)N(C)C[C@H]1Oc2c(NC(=O)C3CC3)cccc2C(=O)N([C@H](C)CO)C[C@@H]1C | 2.3 | -5.5
COc1ccc(CCNC(=O)COc2ccc(S(=O)(=O)NC3CCCCC3)cc2Cl)cc1OC | 41.2 | -1.4
Cc1ccc(S[C@@H](CCN2CC[C@H](C)CCC2=O)c2ccccc2)cc1 | 7.9 | -29.2
CCc1c(C)nc(SCC(=O)NNC(=O)c2ccco2)[nH]c1=O | 1.0 | -12.3
O=C(Cc1ccccc1)NCC(=O)OCC(=O)c1cccc([N+](=O)[O-])c1 | 34.1 | -4.6
Clc1ccc(OCCCCCN2CCOCC2)cc1 | -9.5 | -8.4
CCC1CCCCN1C(=O)Nc1cccc(NC(=O)N2CCCCC2CC)c1 (configuration not stated) | -2.0 | -21.1
CC(CNC(=O)c1ccc(-c2ccccc2)cc1)CN(C)C (configuration not stated) | 25.1 | -0.2
COc1cc(NC(=S)N(C)C)c(OC)cc1Cl | 10.1 | -11.1
CCc1cc(=O)oc2c(C)c(O)c(CN(C)C)cc12 | 4.2 | -14.6

More structures
SMILES | OX1R antag-1 | OX1R antag-2
O=C(O)c1cc2c(s1)CCCC2 | 9.6 | -13.6
COCCNC(=O)CSc1nc2sccc2c(=O)n1-c1ccccc1 | 13.2 | 3.2
COc1ccc(CSc2nc(C)cc(=O)[nH]2)cc1 | 8.9 | -13.3
COCCN(C(=O)CN1CCCc2ccccc21)c1c(N)n(Cc2ccccc2)c(=O)[nH]c1=O | 20.9 | -8.6
CC1CCN(C(=O)C(NS(=O)(=O)c2cccc3nsnc23)c2ccccc2)CC1 (configuration not stated) | 17.4 | -37.0
Cc1cc(C)c(C)c(S(=O)(=O)NCC(=O)NCc2ccco2)c1C | 7.4 | -20.3
C/C(=N\NC(=O)Cn1c(-c2ccccn2)nc2ccccc21)c1cccc(O)c1 | 3.5 | -27.4
Cc1nc2ccc(NC(=O)CSc3nnc(C)s3)cc2[nH]1 | 7.3 | -2.5
CN(C)c1ccc(C=NCC2COc3ccccc3O2)cc1 (configuration not stated) | 11.9 | -8.2
CC(=O)Oc1ccc(/C=C2\C=C(c3ccc(C)cc3)OC2=O)cc1 | 1.1 | 0.9

Structures listed so far containing a furan ring, fused or not:
SMILES | OX1R antag-1 | OX1R antag-2
Cc1oc2cc3oc(=O)c4c(c3cc2c1C)CCC4 | 31.7 | -17.6
COc1ccc(C2c3c(-c4ccccc4O)n[nH]c3C(=O)N2Cc2ccco2)cc1 (configuration not stated) | 4.7 | -36.0
CCc1c(C)nc(SCC(=O)NNC(=O)c2ccco2)[nH]c1=O | 1.0 | -12.3
Cc1cc(C)c(C)c(S(=O)(=O)NCC(=O)NCc2ccco2)c1C | 7.4 | -20.3

The list goes on.
SMILES | OX1R antag-1 | OX1R antag-2
CSc1cccc(NC(=O)CN2C(=O)c3ccccc3S2(=O)=O)c1 | 14.8 | -5.8
COc1cccc(OCc2nnc(SCC(=O)OCc3ccccc3)o2)c1 | 13.9 | -3.0
COCCCNC(=O)CS(=O)Cc1nc(-c2ccccc2C)oc1C (configuration not stated) | 1.5 | -30.5
Cc1ccc(N(C(=O)Cn2nnc(-c3ccc(C)o3)n2)C(C(=O)NC2CCCC2)c2ccco2)cc1 (configuration not stated) | 9.6 | -31.8
CCCN1C2CCCC1CC(NC(=S)Nc1cc(C)cc(C)c1)C2 (configuration not stated) | 10.4 | -33.6
CC(C)C(=O)Nc1c2c(nn1-c1ccc(F)cc1)CSC2 | -3.9 | -4.8
COc1ccc(C(C(=O)NCC2CCCO2)N(Cc2cccs2)C(=O)c2snc(C(N)=O)c2N)cc1OC (configuration not stated) | 16.1 | -19.7
N#Cc1c(NC(=O)CSC2=NCCS2)sc2c1CCCC2 | 4.9 | -22.4
Cc1nn(-c2ccccc2)c2c1C(=O)NC(=O)C(C)(C)C2 | 5.0 | -19.8
COc1cc(CCC(=O)OCn2nnc3ccccc3c2=O)cc(OC)c1OC | 16.5 | -8.6

Complete entries, quoted from the list. Screens in order: OX1R antag-1 | OX1R antag-2
Listed for `N#Cc1c(NC(=O)CSC2=NCCS2)sc2c1CCCC2` → 4.9 | -22.4
Listed for `COc1cc(CCC(=O)OCn2nnc3ccccc3c2=O)cc(OC)c1OC` → 16.5 | -8.6

Going on with the list.
SMILES | OX1R antag-1 | OX1R antag-2
Cc1sc(-c2ccncc2)nc1OC(=O)c1cc(Cl)cc(Cl)c1 | 12.5 | -16.6
CCn1ncc(CN2CCCC(CNC(=O)c3ccc(F)cc3)C2)c1C (configuration not stated) | 24.0 | -23.1
COc1ccccc1CC(=O)Nc1ccc(-c2noc(COc3ccc(Cl)c(C)c3)n2)cc1 | 8.2 | -10.3
COc1ccc(OCC(=O)N/N=C(\C)CC(=O)Nc2ccc(OC)cc2[N+](=O)[O-])cc1 | 18.9 | -44.6
CCOc1c2ccc(C(=O)NCc3ccco3)cc2nn1CCOC | 24.3 | -19.4
COc1nc(Oc2ccc(=O)n(C)n2)nc(N(C)C)n1 | 6.9 | -5.2
N#CCc1ccc(NS(=O)(=O)c2cccs2)cc1 | 6.7 | 7.8
CCOc1cc(/C=C2/NC(=O)N(CC(=O)OC)C2=O)ccc1OC | 37.6 | -28.0
CCCn1ncc(CN2CCN(CCc3ccccc3)C(CCO)C2)c1C (configuration not stated) | 1.9 | -22.1
CCOC(=O)C(NC(=O)Nc1cccc(C)n1)(OCC(F)(F)F)C(F)(F)F (configuration not stated) | 10.2 | -16.1
Cc1ccc(CN2CCN(Cc3ccc(Oc4ncccn4)cc3)CC2CCO)cc1 (configuration not stated) | 0.5 | -21.2
Cc1ccc(-c2c(C(=O)NCc3ccc(F)cc3)oc(=O)c3ccccc23)cc1 | 14.1 | -50.7
Cc1nc(NC(=O)c2ccccc2)sc1-c1csc(Nc2ccc(Cl)cc2Cl)n1 | 20.6 | -31.7
Cc1nc2cc(NC(=O)c3ccco3)ccc2n1C | 1.9 | -9.4
CCOC(=O)C1(Cc2ccccc2)CCCN(C(=O)c2cnn(CC)c2)C1 (configuration not stated) | 5.5 | -7.3
CCCS(=O)(=O)c1c(S(=O)(=O)CCC)c2c(C(N)=O)cccn2c1C(=O)c1ccc(F)cc1 | 4.8 | -1.4
O=C(NCCc1ccccc1)C(=O)c1c(-c2ccccc2)[nH]c2ccccc12 | 22.8 | -15.0
Cc1cc(OCCN2CCCCCC2)ccc1[N+](=O)[O-] | 11.8 | -15.3
O=C(CN1C(=O)COc2ccccc21)Nc1ccc(N2CCOCC2)cc1 | 25.9 | -7.0
CNC(=O)c1[nH]cnc1C(=O)Nc1ccccc1C | 15.3 | -24.9
CCCC(=O)OCC(=O)NC1CCCc2ccccc21 (configuration not stated) | 14.2 | -4.1
C/C(=N/Nc1ccc([N+](=O)[O-])cc1)c1ccc(C)cc1C | 15.5 | 6.2
COc1ccccc1Nc1nc(NCCCN(C)C)nc(N)c1[N+](=O)[O-] | 18.4 | -28.3
CNC(=O)COc1ncnc2scc(-c3ccc(F)cc3)c12 | 14.9 | -18.3
NC(=O)c1ccc[n+](CC(=O)OCCC23CC4CC(CC(C4)C2)C3)c1 | 15.7 | -7.2
CCCCNC(=O)C12CCC(C)(C(=O)C1Br)C2(C)C (configuration not stated) | 13.6 | -17.1
COc1cccc(-c2nc(CS(=O)(=O)CC(=O)Nc3cc(C)ccc3C)c(C)o2)c1 | 4.3 | -26.8
O=C(CN1C(=O)C2CC=CCC2C1=O)Nc1ccc(S(=O)(=O)NC2=NCCCCC2)cc1 (configuration not stated) | 8.9 | -9.1
C=CCN1C(=O)C(CC(=O)O)SC1=Nc1ccc(C(=O)O)cc1 (configuration not stated) | 14.1 | -2.0
CCOC(=O)C1CCN(C(=O)Cc2ccc(OC)c(OC)c2)CC1 | 24.3 | -12.5
CC(C)[C@H](N)c1nnc2n1N=C(c1ccc(Cl)cc1)CS2 | 0.5 | -0.4
COc1cccc(/C=C2\SC(=S)N(N3CCOCC3)C2=O)c1OC | 13.7 | -29.1
CCCc1cc(-c2nc(-c3ccc(Cl)cc3)cs2)ccn1 | 7.5 | -30.6
COc1ccc(CCNC(=O)Cc2ccccc2)cc1OC | 6.1 | -14.4
O=C(CCc1ccccc1)NC1CCCc2ccccc21 (configuration not stated) | 11.6 | -3.5
C[C@H]1C(=O)N(C)CCN1C(=O)c1ccccc1OC1CCN(S(C)(=O)=O)CC1 | 18.3 | -27.1
CCN(CC)CCCNc1ncnc2scc(-c3ccc(F)cc3)c12 | 15.2 | -26.4
CCn1c(=O)c(=O)[nH]c2cc(C(=O)NC(C)c3ccc(S(N)(=O)=O)cc3)ccc21 (configuration not stated) | 14.4 | -2.6
CN1/C(=C/C=N/NC(=O)c2ccc([N+](=O)[O-])cc2)C(C)(C)c2ccccc21 | 21.5 | -20.8
CCCn1nnc(NC(=S)NC(=O)c2cccs2)n1 | 14.4 | -17.1
O=C(c1cc(Cl)nc2ccccc12)N1CCN(S(=O)(=O)c2ccccc2[N+](=O)[O-])CC1 | 9.2 | -18.1
COc1ccc(/C=N/NC(=O)c2ccc(C)cc2)cc1CN1CCN(c2ccc(F)cc2)CC1 | 0.8 | -3.2
O=C(Nc1cccc(/C=C/c2ccccn2)c1)c1ccc(-n2cncn2)c([N+](=O)[O-])c1 | 26.4 | -3.4
N/C(=N\OC(=O)c1ccc([N+](=O)[O-])cc1Cl)c1ccccn1 | 53.8* | -28.1
CCc1nnc(NC(=O)c2ccc3ncsc3c2)s1 | 17.5 | -18.4
O=C(CCc1nc2ccccc2c(=O)[nH]1)OCCOc1ccc(Cl)cc1 | 24.1 | -15.6

From PubChem
